Rab9 promoter act: activates the Rab9 promoter. 320,000 tested, 2.8% active. Potency, µM (series often up to 9.22 µM), for inactives: at the highest dose activation, negative = inhibition, actives largely listed as activators. Huh7 Rab9 promoter-luciferase reporter, luminescence, 24 h; also: potency is read from the fitted curve at half-maximal effect; % of control where 0% means no effect; nearly all actives have a fitted effect of over 60% in size
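Cells were plated at 1500 per well in reduced-serum medium with 10% FBS and left 2 h. Compound in DMSO was then added for 24 h at 37 °C. Reporter signal was read by luminescence after 10 min with luciferase detection reagent.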
Giardia kill: kills Giardia lamblia. 340,000 tested, 0.15% active. Giardia lamblia trophozoite viability. AID 540267. activity change, % at 7.66 µM, hits read low; in the data active = activity change below about -80%; inconclusive = between about -30% and that limit;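 also: parasites exposed to compound for two days anaerobically before the ATP read; % is scaled to controls: 0 for no effect and ±100 for the full control effect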
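Giardia trophozoites, 100 cells per well, were exposed to compounds for 48 hrs at 37 deg C under anaerobic conditions; viability was then read as ATP content by bioluminescence after 15-30 min at room temperature.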
FLuc counter: counter-screen for miR-21 project: firefly luciferase inhibitors or activators. P08659. purified FLuc, Km substrates, luminescence inhibition. Potency, µM (top dose mostly 57.5 µM), without a hit: top-dose activity change, negative = inhibition, usual class: inhibitors. 360,000 tested, 6.9% active;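 also: potency is read from the fitted curve at half-maximal effect; plate controls were vehicle for no effect and reference inhibitor for full effect; nearly all actives have a fitted effect of over 55% in size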
Target sequence (P08659 whole entry, looked up): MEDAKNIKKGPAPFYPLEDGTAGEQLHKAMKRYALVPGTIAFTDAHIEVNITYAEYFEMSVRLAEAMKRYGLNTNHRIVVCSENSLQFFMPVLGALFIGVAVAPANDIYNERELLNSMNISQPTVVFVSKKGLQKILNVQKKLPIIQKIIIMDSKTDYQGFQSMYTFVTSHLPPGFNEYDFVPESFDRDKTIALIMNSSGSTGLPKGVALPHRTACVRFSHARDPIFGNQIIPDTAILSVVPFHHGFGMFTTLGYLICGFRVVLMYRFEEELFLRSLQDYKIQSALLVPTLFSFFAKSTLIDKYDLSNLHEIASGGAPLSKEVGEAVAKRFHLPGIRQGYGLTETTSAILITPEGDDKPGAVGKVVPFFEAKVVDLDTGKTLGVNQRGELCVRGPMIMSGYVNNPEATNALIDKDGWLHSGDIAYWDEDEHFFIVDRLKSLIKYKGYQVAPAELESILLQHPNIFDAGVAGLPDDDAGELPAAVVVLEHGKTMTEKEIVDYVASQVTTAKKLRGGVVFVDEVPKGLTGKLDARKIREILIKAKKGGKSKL
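Biochemical qHTS of compounds, final roughly 60 µM downward over six points, against 10 nM purified firefly luciferase using Km concentrations of substrates (10 uM D-luciferin, 10 uM ATP) in Tris acetate pH 7.5 buffer; luminescence output.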
Menin MLL FP TR: displaces Texas Red mutant MLL peptide from human menin. O00255. 270,000 tested, 0.23% active. Potency, µM (top dose mostly 61.6 µM), for the others: at the top dose FP activity change, negative = inhibition, actives largely listed as inhibitors. Menin + Texas Red MLL mutant peptide, fluorescence polarization. AID 1768; active = well fitted inhibition curve with a large enough effect in the polarisation, with a control signal flat, not every such curve was filed as active; inconclusive = small, poorly fitted or top-dose-only effect, or effect the other way, or a change in a side signal; inactive = no such curve, though single readings can be large or run the other way; the % refers to the polarisation; also: potency is read from the fitted curve at half-maximal effect; % of control where 0% means no effect; many of its hits are not listed in these tables
PKM2 act: increases activity of human pyruvate kinase M2. purified PKM2, Kinase-Glo ATP luminescence, activation; response scale: 0% is enzyme alone, no compound. Potency, µM (doses to about 57.5 µM), for the others: at the highest dose activation, hits mostly activators. 260,000 tested, 0.34% active. AID 1631; also: potency is read from the fitted curve at half-maximal effect; % is scaled to controls: 0 for no effect and ±100 for the full control effect; nearly all actives have a fitted effect of over 55% in size
Target sequence (P14618 whole entry, looked up): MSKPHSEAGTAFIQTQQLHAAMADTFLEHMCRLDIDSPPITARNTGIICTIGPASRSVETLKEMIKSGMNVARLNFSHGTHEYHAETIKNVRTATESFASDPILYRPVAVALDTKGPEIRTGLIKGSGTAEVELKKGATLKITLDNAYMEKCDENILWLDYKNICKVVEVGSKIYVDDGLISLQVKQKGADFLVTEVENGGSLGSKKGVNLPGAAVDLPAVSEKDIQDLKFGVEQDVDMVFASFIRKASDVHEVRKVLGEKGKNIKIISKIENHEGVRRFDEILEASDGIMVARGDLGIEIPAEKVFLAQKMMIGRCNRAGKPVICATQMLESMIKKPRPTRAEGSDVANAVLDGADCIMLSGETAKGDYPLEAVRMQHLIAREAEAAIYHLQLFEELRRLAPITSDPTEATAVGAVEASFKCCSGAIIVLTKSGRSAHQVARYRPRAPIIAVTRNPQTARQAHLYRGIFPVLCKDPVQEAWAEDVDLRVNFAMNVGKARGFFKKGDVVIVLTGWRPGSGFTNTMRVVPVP
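ATP formation by purified human PK-M2, quantified via coupled luciferase luminescence after 1 h at room temperature with 0.1 mM ADP and 0.5 mM PEP final.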
ELG1 genotox: induces genotoxicity in HEK293T cells with luciferase-tagged ELG1; 330,000 tested, 1.3% active; HEK293T ELG1-luciferase reporter, luminescence, 16 h; Potency, µM (top dose mostly 46 µM), for inactives: top-dose activity change, positive = activation, most hits filed as activators; AID 504466; also: potency is read from the fitted curve at half-maximal effect; % of control where 0% means no effect; nearly all actives have a fitted effect of over 60% in size
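Screening used a luciferase reporter fused to human ELG1 in HEK293T cells. Luminescence was read on a CCD plate imager after 16 hr exposure and 30 min ONE-Glo incubation.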
RORg inh: inhibitors of mouse ROR gamma transcriptional activity; P51450; Drosophila S2 Gal4-RORgamma UAS-luciferase reporter, 20 h; Potency, µM (series often up to 53.6 µM), without a hit: at the highest dose activity change, negative = inhibition, actives largely listed as inhibitors; 310,000 tested, 5.4% active; also: potency is read from the fitted curve at half-maximal effect; % is scaled to controls: 0 for no effect and ±100 for the full control effect; nearly all actives have a fitted effect of over 60% in size
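Read-out: Photinus luciferase luminescence; inhibitors lower reporter signal. Insect Schneider cells with Gal4-ROR gamma fusion under metallothionein promoter, UAS reporter; 700 uM final copper sulfate induction, 20 hr, ambient temperature.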
p53 reactivation: re-activators of mutant p53 | H1299 p53-A138V BP100-luciferase reporter, luminescence, 24 h | Potency, µM (top dose mostly 92.2 µM), inactives show top-dose activity change, positive = activation, usual class: activators | 320,000 tested, 0.063% active | AID 504706; also: potency is read from the fitted curve at half-maximal effect; % of control where 0% means no effect; nearly all actives have a fitted effect of over 45% in size
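p53-null H1299 cells stably carrying temperature-sensitive p53-A138V and a BP100-luciferase reporter were pinned with compounds (4-point, 1:5 series) and held 24 hrs at 37 deg C. Luminescence was read 10 min after detection reagent.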
Gal4-VP16 FLuc: counter-screen for ROR gamma inhibitors: Gal4-VP16 reporter; AID 2546; Potency, µM (titrated, usually from 53.6 µM), for the others: at the top dose activity, negative = inhibition, hits mostly inhibitors; 310,000 tested, 3.5% active; Drosophila S2 Gal4-VP16 UAS-luciferase, luminescence, 20 h;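 also: Gal4-VP16 expression switched on by copper sulfate through the metallothionein promoter; potency is read from the fitted curve at half-maximal effect; % is scaled to controls: 0 for no effect and ±100 for the full control effect; nearly all actives have a fitted effect of over 50% in size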
NPC1 promoter act: activates the NPC1 promoter; Huh7 NPC1 promoter luciferase reporter, 24 h; Potency, µM (titrated, usually from 9.22 µM), inactives show at the highest dose activation, hits mostly activators; 320,000 tested, 2.4% active; AID 485313;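 also: potency is read from the fitted curve at half-maximal effect; % of control where 0% means no effect; nearly all actives have a fitted effect of over 60% in size; reporter is driven by a mutant NPC1 promoter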
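Readout is luciferase luminescence, reflecting NPC1 promoter activation in stably transfected Huh7 cells after 24 h compound exposure at 37 °C in reduced-serum medium with 10% FBS.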
BRCA1 expr up: increases BRCA1 expression | AID 624202 | MCF7-BRCA1-FFLuc reporter, luminescence, 48 h; response scale: scaled: vehicle 0%, 10 µM genistein 100% | Potency, µM (top dose mostly 46.1 µM), inactives show top-dose activation, usual class: activators | 380,000 tested, 1.1% active; also: potency is read from the fitted curve at half-maximal effect; nearly all actives have a fitted effect of over 80% in size; some results filed as inactive show a strong effect at the top dose
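MCF7 cells carrying a BRCA1-firefly luciferase reporter (2000 cells/well, phenol-red free MEM) were attached for 2 h at 37 °C, then given compounds for 48 h. Luminescence was read 15 min after luciferase reagent; activity normalized to genistein (10 microM) and DMSO.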
The depositor's hits bear a star; ? = inconclusive; nt = no result given; & = joins results of further samples; [ ] = another dose, or the depositor's remark. Unless noted, calls follow the shape of the dose curve; as a rule, active = well fitted curve in the direction sought with a large enough effect; inconclusive = small, poorly fitted or top-dose-only effect, or another doubt; inactive = no such curve, though single readings can be large; an effect the other way counts as inactive or inconclusive. An excerpt. The share of hits here may be higher or lower than overall.

1. COc1ccc(/C=C2/SC(=O)N(CC(O)Cn3c4ccccc4c4ccccc43)C2=O)cc1 (configuration not stated)
2. CC1CCCCN1S(=O)(=O)c1ccc(NC(=O)c2cccc(-n3cnnn3)c2)cc1 (configuration not stated)
3. CCOc1ccccc1NC(=O)C(CC(C)C)NC(=O)C1CCCCC1 (configuration not stated)
4. Cc1c(Br)c(C(F)(F)F)nn1CC(=O)NCc1ccccc1
5. CCC1CCc2c(sc(NC(=O)c3cccnc3)c2C(N)=O)C1 (configuration not stated)
6. CC(=O)NCCC(=O)Nc1cc(S(=O)(=O)N2CCCCC2)ccc1Oc1ccccc1
Compound	1	2	3	4	5	6
Giardia kill	2	7	-1	-6	-17	-6
ELG1 genotox	-5%	0%	1%	2%	?	0%
BRCA1 expr up	-14%	-59%	-36%	-2%	73%	0%
PKM2 act	-5%	2%	-4%	-1%	2%	4%
Rab9 promoter act	-11%	8%	0%	-2%	?	8%
FLuc counter	2%	2%	1%	4%	?	-5%
Menin MLL FP TR	?	?	-9%	10%	13%	nt
RORg inh	6%	7%[10 µM]	-10%	15%	12%	-15%
p53 reactivation	0%	14%	6%	0%	-3%	-3%
Gal4-VP16 FLuc	7%	1%	2%	-1%	6%	8%
NPC1 promoter act	-1%	2%	11%	-1%	22%	2%

7. CCC1C(=O)N=C(SCC(=O)NC2CCCCC2)NC1=O (configuration not stated)
8. O=C(C[n+]1ccccc1)N/N=C/c1ccc(O)cc1
9. Cc1cc(=O)n2nc(N3CCCC(C(=O)NCc4ccccc4Br)C3)sc2n1 (configuration not stated)
10. O=C(c1ccc(Br)s1)N1CCCC1
11. CCCc1cc(=O)[nH]c(SCC(=O)Nc2ccc(OCc3ccccc3)cc2)n1
12. Cc1cc2c(N3CCCCC3C)ncnc2s1 (configuration not stated)
Compound	7	8	9	10	11	12
Giardia kill	4	-5	-11	-5	9	-5
ELG1 genotox	-2%	-1%	2%	3%	2%	-6%
BRCA1 expr up	-6%	0%	15%	-6%	-2%	-25%
PKM2 act	-28%	-1%	nt	1%	nt	1%
Rab9 promoter act	10%	-1%	0%	-3%	-3%	-18%
FLuc counter	0%	-1%	-17%	0%	0%	-4%
Menin MLL FP TR	9%	-9%	nt	nt	nt	0%
RORg inh	4%	1%	14%	-12%	nt	17%
p53 reactivation	-4%	1%	4%	4%	9%	-3%
Gal4-VP16 FLuc	5%	-4%	-1%	14%	nt	?
NPC1 promoter act	-4%	1%	-11%	-2%	12%	-4%

13. O=C(NCc1ccco1)c1ccc([N+](=O)[O-])cc1Cl
14. CCC1(C(=O)c2ccc(Cl)cc2)C2c3ccccc3OC(=O)C21C(=O)Nc1ccccc1 (configuration not stated)
15. COc1ccccc1C(c1nnnn1C(C)C)N1CCN(C(=O)c2ccco2)CC1 (configuration not stated)
16. Cc1ccccc1-c1nn(-c2ccccc2)cc1C(=O)NCC(c1ccco1)N1CCCC1 (configuration not stated)
17. Cc1cc(C)n2nc(SC(C)C(=O)N3CCOCC3)nc2n1 (configuration not stated)
18. CCNC(=O)c1cc2c(=O)n3cccc(C)c3nc2n(Cc2ccc(C)cc2)c1=N
Compound	13	14	15	16	17	18
Giardia kill	3	-28	14	-22	4	-4
ELG1 genotox	7%	-1%	-7%	-3%	2%	-1%
BRCA1 expr up	0%	-23%	-23%	-2%	-12%	-30%
PKM2 act	-2%	13%	-6%	nt	nt	1%
Rab9 promoter act	-2%	-1%	1%	-4%	-1%	4%
FLuc counter	4%	1%	1%	3%	1%	4%
Menin MLL FP TR	2%	-11%	-12%	nt	nt	-4%
RORg inh	22%	-3%	38%	nt	nt	-31%
p53 reactivation	nt	5%	1%	-7%	-1%	-1%
Gal4-VP16 FLuc	18%	?	-6%	nt	nt	-5%
NPC1 promoter act	-1%	-2%	-1%	-2%	-1%	14%

19. Cc1ccc(C(=O)Nc2ccc(N3CCOCC3)cc2N2CCOCC2)cc1
20. CC(C)c1ccc(NC(=S)NC2CCCCCC2)cc1
21. CC(C)[C@H](NC(=O)[C@H](Cc1ccccc1)n1c(=O)[nH]c2ccccc2c1=O)C(=O)N1CCC[C@H]1C(=O)O
22. CCc1cc(=O)oc2cc(C)cc(OC(C)C(=O)NCc3ccccn3)c12 (configuration not stated)
23. COc1cccc(-c2nn(-c3ccccc3)cc2CO)c1
24. Cc1ccccc1C(=O)c1cccn1CC(=O)NCc1ccc(Cl)cc1
Compound	19	20	21	22	23	24
Giardia kill	20	16	1	-11	26	?
ELG1 genotox	-12%	?	-2%	0%	nt	5%
BRCA1 expr up	-10%	40%	2%	-2%	?	31%
PKM2 act	-3%	7%	0%	6%	2%	3%
Rab9 promoter act	-7%	?	0%	-7%	nt	5%
FLuc counter	0%	17µM*	0%	-2%	13µM*	-13%&-15%
Menin MLL FP TR	?	-18%	2%	6%	23%	-1%
RORg inh	-22%	2.2µM*	-15%	-10%	-17%	?
p53 reactivation	-5%	8%	13%	-7%	nt	-2%
Gal4-VP16 FLuc	1%	16µM*	-1%	7%	-6%	16%
NPC1 promoter act	-1%	?	4%	-4%	nt	1%

Ordered by SMILES length (ascending): some entries from above
12. Cc1cc2c(N3CCCCC3C)ncnc2s1 (configuration not stated)
11. CCCc1cc(=O)[nH]c(SCC(=O)Nc2ccc(OCc3ccccc3)cc2)n1
2. CC1CCCCN1S(=O)(=O)c1ccc(NC(=O)c2cccc(-n3cnnn3)c2)cc1 (configuration not stated)
Compound	12	11	2
Giardia kill	-5	9	7
ELG1 genotox	-6%	2%	0%
BRCA1 expr up	-25%	-2%	-59%
PKM2 act	1%	nt	2%
Rab9 promoter act	-18%	-3%	8%
FLuc counter	-4%	0%	2%
Menin MLL FP TR	0%	nt	?
RORg inh	17%	nt	7%[10 µM]
p53 reactivation	-3%	9%	14%
Gal4-VP16 FLuc	?	nt	1%
NPC1 promoter act	-4%	12%	2%

(next part)
25. CCN(CC(=O)Nc1cc(Cl)ccc1C)C(=O)CCc1nc2ccccc2c(=O)[nH]1
26. O=C(Nc1ccccc1N1CCOCC1)c1ccc2ccccc2c1
27. COc1ccc(NC(=O)C2CCCN(c3c4c(nc5ncnn35)CCC4)C2)cc1 (configuration not stated)
28. COc1ccc(C(C(=O)NCc2ccccc2)N(C(=O)c2snc(C(N)=O)c2N)c2ccccc2OC)cc1OC (configuration not stated)
29. COc1ccccc1NS(=O)(=O)c1cc(NC(=O)c2ccc3c(c2)OCCO3)ccc1C
30. O=C(NCCCCNC(=O)c1ccc(Cl)s1)c1ccc(Cl)s1
Compound	25	26	27	28	29	30
Giardia kill	9	-7	-17	-2	-4	-9
ELG1 genotox	1%	-4%	-6%	-3%	-15%	-2%
BRCA1 expr up	3%	-22%	-82%	-12%	-30%	-18%
PKM2 act	nt	-1%	-20%	nt	1%	6%
Rab9 promoter act	-2%	3%	-9%	-2%	-9%	-2%
FLuc counter	2%	11µM*	1%	2%	?	1%
Menin MLL FP TR	nt	24%	-13%	20%	-3%	5%
RORg inh	nt	-20%	?	18%	38%	-32%
p53 reactivation	3%	26%	-15%	-6%	-7%	-3%
Gal4-VP16 FLuc	nt	4%	?	-1%	-14%	1%
NPC1 promoter act	0%	8%	-4%	-2%	-1%	-5%

31. O=C(OCC(=O)N1CCCc2ccccc21)c1ccc(F)c(S(=O)(=O)N2CCOCC2)c1
32. Cn1c(COc2ccc(Cl)cc2)nnc1SCC(=O)NC1CC1
33. Cc1ccc(S(=O)(=O)C2C(=O)N(C)C3(C)CC2c2ccccc2O3)cc1C (configuration not stated)
34. Cc1ccc(-c2ccc(C(=O)NCc3ccc(Cl)cc3)o2)c2ccccc12
35. CSc1nnc2c(n1)OC(C)N(C(=O)c1ccccc1)c1ccccc1-2 (configuration not stated)
Compound	31	32	33	34	35
Giardia kill	21	17	7	-15	-2
ELG1 genotox	1%	3%	-2%	0%	1%
BRCA1 expr up	-10%	11%	1%	0%	0%
PKM2 act	nt	nt	3%	28%	-1%
Rab9 promoter act	0%	-5%	-4%	-3%	1%
FLuc counter	11%	3%	3%	-11%	1%
Menin MLL FP TR	nt	nt	2%	1%	4%
RORg inh	nt	nt	?	?	7%
p53 reactivation	-2%	3%	5%	-1%	-2%
Gal4-VP16 FLuc	nt	nt	?	?	7%
NPC1 promoter act	-4%	1%	1%	-2%	-3%

Screening data from PubChem.
